From PubChem BioAssay
L3MBTL1 block – qHTS Assay for the Inhibitors of L3MBTL1; Lethal(3)malignant brain tumor-like protein 1 (Homo sapiens), Q9Y468; AlphaScreen L3MBTL1–H3K9me1 peptide binding; Potency, µM (titrated, usually from 57.1 µM), for inactives: at the top dose activity, negative = inhibition, usual class: inhibitors; actives 0.66% (n = 230,000); AID 485360, 2010; active = well fitted inhibition curve with a large enough effect; inconclusive = small, poorly fitted or top-dose-only effect; inactive = no such curve, though single readings can be large or run the other way; note: nearly all actives have a fitted effect of over 60% in size
Target sequence (Q9Y468 whole entry, looked up): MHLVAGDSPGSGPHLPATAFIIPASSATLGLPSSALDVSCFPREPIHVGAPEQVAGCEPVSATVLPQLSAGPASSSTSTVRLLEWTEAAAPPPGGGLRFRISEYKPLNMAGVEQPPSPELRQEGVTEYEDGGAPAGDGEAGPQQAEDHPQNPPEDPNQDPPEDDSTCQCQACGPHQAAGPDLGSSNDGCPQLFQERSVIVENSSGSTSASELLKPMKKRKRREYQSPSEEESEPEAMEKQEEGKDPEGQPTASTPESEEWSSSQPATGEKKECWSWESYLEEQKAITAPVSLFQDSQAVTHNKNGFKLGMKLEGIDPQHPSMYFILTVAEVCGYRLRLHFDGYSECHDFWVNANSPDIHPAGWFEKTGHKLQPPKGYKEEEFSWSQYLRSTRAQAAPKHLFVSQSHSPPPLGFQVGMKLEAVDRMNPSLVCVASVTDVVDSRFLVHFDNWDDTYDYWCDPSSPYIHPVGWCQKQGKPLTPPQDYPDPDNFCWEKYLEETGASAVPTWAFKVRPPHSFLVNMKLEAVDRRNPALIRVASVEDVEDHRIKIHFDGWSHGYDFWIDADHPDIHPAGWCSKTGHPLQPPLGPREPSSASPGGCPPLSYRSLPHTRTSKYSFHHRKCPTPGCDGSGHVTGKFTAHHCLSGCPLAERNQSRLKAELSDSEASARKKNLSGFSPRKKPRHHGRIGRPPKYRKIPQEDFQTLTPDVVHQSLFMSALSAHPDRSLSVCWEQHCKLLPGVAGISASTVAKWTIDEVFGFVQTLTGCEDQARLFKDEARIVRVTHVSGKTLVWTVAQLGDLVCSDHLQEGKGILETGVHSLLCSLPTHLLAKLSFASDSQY
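AlphaScreen proximity signal between nickel-chelate acceptor and streptavidin donor beads (final 10 ug/mL) reports binding of 50 nM L3MBTL1 to 75 nM biotin-H3 K9me1 peptide; complex incubated with compounds 30 min at room temperature; cefsulodin titration as control.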
Starred values were filed as active, the others as inactive; ? = inconclusive; [ ] = remark or other dose. % is set by controls: 0 for no effect and ±100 for the full control effect; potency is the fitted concentration of half-maximal effect. This is a subset; the hit share may differ from the screen's.

SMILES	L3MBTL1 block
CC(OC(=O)c1ccc(Cl)c(S(N)(=O)=O)c1)C(=O)NCc1ccc2c(c1)OCO2 (stereo not drawn)	-0.7%
COC(=O)[C@]1(C)N[C@H](CN(C)S(=O)(=O)c2ccc(-c3ccccc3)cc2)[C@@H]2C(=O)N(C)C(=O)[C@@H]21	4.1%
Cc1cc(C)cc(NC(=O)c2cc(S(=O)(=O)N3CCCC3)cn2C)c1	2.8%
O=C(CSc1nncs1)NC1CCCCCCC1	7.2%
CCOc1ccccc1NC(=O)c1ccc(OCC(=O)N2CCOCC2)c(OC)c1	8.7%
O=C(NCc1ccc(Cl)cc1)c1ccncc1	4.1%[2.29 µM]
CCOc1ccc(NC(=O)CN(C)C(=O)C2=COCCO2)cc1OCC	2.6%
Cc1ccc(/C=C2\SC(=S)N(NS(=O)(=O)c3ccc(C)cc3)C2=O)cc1	-7.2%
CC(=O)c1cc2c(cc1NC(=O)Cn1nc(C)c(C)c(C#N)c1=O)OCO2	-11.4%
COc1ccc(NC(=O)Nc2ccc3c(c2)C(=O)N([C@H](C)CO)C[C@H](C)[C@@H](CN(C)S(=O)(=O)c2ccccc2)O3)cc1	-4.2%
COc1ccc(NC(=O)CN2C(=O)NC(C)(c3ccc(C)cc3)C2=O)cn1 (stereo not drawn)	-1.5%
O=[N+]([O-])c1cccc(C=Nc2cccc3ccccc23)c1O	9.0%
Cc1ccc(CCS(=O)(=O)c2ccc(C(C)(C)C)cc2)cn1	0.4%
CSCCC(NC(=O)c1ccccc1Br)C(=O)NNC(=O)c1ccco1 (stereo not drawn)	3.0%
Cc1ccc(CNC(=O)CCn2cc(-c3ccc(C)cc3)nc2CCN)cc1	-10.0%
Cc1ccc(S(=O)(=O)N2CCOCC2)cc1NC(=O)COC(=O)/C=C/c1ccc(F)cc1	2.2%
CCc1c(C)nc2cc(-c3ccc(Cl)cc3)[nH]n2c1=O	-1.8%
COc1cccc(C(=O)Nn2cnnc2)c1OC	0.2%
COC(=O)[C@]1(C)N[C@H](CN(C)C(=O)Nc2ccc(OC)cc2)[C@@H]2C(=O)N(Cc3ccccc3)C(=O)[C@@H]21	-2.6%
O=C(C[C@H]1C[C@H](C(=O)N2CCCCC2)[C@@]2(CCc3ccccc3)c3[nH]c4cc(-c5ccco5)ccc4c3CCN2C1=O)NCCN1CCOCC1	-16.1%
CCC(CC)c1nnc(NC(=O)CCc2ccc(OC)cc2)s1	1.8%[2.29 µM]
Cc1c(C(=O)N2CCN(S(=O)(=O)c3ccccc3)CC2)oc2ccc(Br)cc12	-6.0%
CCOc1ccc(Oc2ccccc2NS(=O)(=O)c2ccc(CCC(=O)O)cc2)cc1	-10.8%
Cc1ccsc1C(=O)OCC(=O)N1C(C)CCCC1C (stereo not drawn)	11.0%
COCCCN(C(=O)c1ccc2ccccc2n1)c1c(N)n(Cc2ccccc2)c(=O)[nH]c1=O	1.8%
COc1ccccc1/C=C/C(=O)OCC(=O)Nc1ccc2c(c1)OCO2	-6.1%
COCCNC(=O)CCC1CCN(Cc2ccc(-c3ccccc3)cc2)CC1	1.6%
CS(=O)(=O)c1ccc(Cl)c(NC(=O)CN2C(=O)C3CCCCC3C2=O)c1 (stereo not drawn)	25.0%
CN(CCCCOc1ccc(F)cc1)Cc1ccccc1	-0.8%
CCOC(=O)c1nn(-c2ccc(F)cc2)c(=O)c(C#N)c1C	0.5%
CC1(c2ccccc2Cl)NC(=O)N(CC(=O)Nc2cccnc2Cl)C1=O (stereo not drawn)	4.7%
CCOc1ccc(-n2ccnc(SCC(=O)Nc3ccc(OC)cc3OC)c2=O)cc1	-9.3%
COc1cccc2c1C(=O)C[C@]1(CCCC[C@@H]1C)O2	21.3%
O=C(Cc1ccc(F)cc1)NC1CCS(=O)(=O)C1 (stereo not drawn)	8.8%
O=C(Nc1ccccc1C(=O)Nc1ccc(Br)cn1)c1ccccc1Cl	6.0%
O=C(C[C@@H]1C/C=C\CC[C@@H](Cc2ccc(F)cc2)C(=O)OC[C@@H]2CCCN2C1=O)N[C@H](CO)Cc1ccccc1	1.2%
CCN(CC(=O)Nc1ccccc1C(F)(F)F)C(=O)C1=COCCO1	5.4%
Cn1c(SCC(=O)NCc2ccccc2)ncc(C(=O)Nc2ccccc2)c1=O	-3.1%
Cc1ccccc1CNC(=O)CCC(=O)N1CCOc2ccccc21	-1.7%
CCc1noc(C)c1C(=O)Nc1cccc(S(=O)(=O)N2CCCCCC2)c1	-8.2%
O=C(COC(=O)c1nc(Cl)ccc1Cl)Nc1ccc(Cl)cn1	-0.2%
NS(=O)(=O)c1ccc(NC(=O)COC(=O)Cn2cnc3ccccc3c2=O)cc1	1.5%
Cc1ccc(S(=O)(=O)Nc2cc3c4c(c2)C(C)C(=O)N4CCC3)cc1 (stereo not drawn)	-6.7%
Brc1ccc(-c2csc(N3CCCCC3)n2)cc1	17.6%
O=S(=O)(c1ccc(Cl)cc1)N1CCc2ccccc21	16.7%
CCOc1ccc(C(=O)CCC(=O)N2CCN(c3ccc(O)cc3)CC2)cc1	-3.0%
CCN(CC)c1nc(-c2ccccc2)nc2ccccc12	40.2%[activator]
COc1ccc(S(=O)(=O)N2CCOCC2)cc1NC(=O)Cc1ccsc1	4.0%
Nc1nc(SCC(=O)N2CCN(c3ccc(F)cc3)CC2)n[nH]1	0.7%
Cc1ccc(C)c(S(=O)(=O)N2CCN(C(=O)[C@@H]3CCCN3C(=O)c3cccs3)CC2)c1	5.1%

Further compounds
SMILES	L3MBTL1 block
COC(=O)C[C@H](NC(=O)Cn1cnc(C(=O)Nc2ccc(C)c(C)c2)n1)C(=O)OC	8.1%
COc1cc(C)ccc1OCC(=O)Nc1ccccc1N1CCOCC1	0.6%
CCN(CC)c1ccc(S(=O)(=O)N2CCCCC2)cc1NC(=O)C1CSC2(C)CCC(=O)N12 (stereo not drawn)	2.1%
COc1ccc(N2CCN(C(=O)COC(=O)c3c(-c4ccccc4)noc3C)CC2)cc1	-21.4%
COc1ccc2c(c1)OC[C@H]1[C@H]2N2C(=O)CNC(=O)[C@@]2(C)[C@H]1c1ccccc1	12.3%
O=C(NCC1CCCO1)c1cc2c([nH]c3ccccc32)c(-c2cccc(Br)c2)n1 (stereo not drawn)	0.5%
COc1ccc(COC(=O)CCS(=O)(=O)c2ccc(C)cc2)cc1	3.2%
CN1C(=O)c2ccc(C(=O)Nc3ccccc3O)cc2C1=O	-0.6%
CCC1(c2ccc(F)cc2)NC(=O)N(CC(=O)N2CCc3ccccc3C2)C1=O (stereo not drawn)	4.3%
Cc1cccc(NC(=O)CSCC(=O)Nc2ccccc2C(=O)NC2CC2)c1	12.2%
Nc1cccc(CCc2ccncc2)c1	-3.9%
CCOC(=O)N1CCN(C(=O)CSc2nc(=O)n3ccccc3n2)CC1	-1.5%
COc1ccccc1/C=N/NC(=O)c1cccc2ccccc12	4.8%
COc1cc(C(C)=O)ccc1OCCCOc1cccc2cccnc12	3.8%
CC(=O)Nc1ccc(NC(=O)C(C)OC(=O)CCCN2C(=O)c3cccc4cccc(c34)C2=O)cc1 (stereo not drawn)	10.1%
COc1ccccc1C(=O)NC(=O)COC(=O)CNC(=O)c1ccc(Cl)c([N+](=O)[O-])c1	-6.5%
COc1ccc(Cl)cc1NC(=O)CN(C)C(=O)c1ccc(OCc2ccccc2)c(OC)c1	-10.4%
O=C(NS(=O)(=O)N1CCOCC1)C1=C(N2CCCC2)COC1=O	-2.9%
O=C(Nc1cccc(S(=O)(=O)NC2=NCCC2)c1)c1ccccc1OC(F)F	-6.4%
CC(C)C(NC(=O)CCNC(=O)c1ccccc1Cl)c1nc2ccccc2[nH]1 (stereo not drawn)	6.2%
COc1ccc(OC)c(CCNC(=O)CCCC(=O)n2ncc3cc(C)ccc32)c1	-8.1%
Cc1ccc2c(cnn2C(=O)CCC(=O)NCc2cccc(Cl)c2)c1	0.2%
O=C(COC(=O)Cc1cccs1)Nc1cc(S(=O)(=O)N2CCOCC2)ccc1Cl	-1.6%
Cc1ccc(S(=O)(=O)CCC(=O)Nc2ccccc2N2CCCC2)cc1	-7.4%
CCN(CC)S(=O)(=O)c1cccc(NC(=O)COC(=O)c2cncc(Br)c2)c1	-5.9%

Taken from above:
Cn1c(SCC(=O)NCc2ccccc2)ncc(C(=O)Nc2ccccc2)c1=O | L3MBTL1 block: -3.1%
CCOc1ccc(NC(=O)CN(C)C(=O)C2=COCCO2)cc1OCC | L3MBTL1 block: 2.6%

Back to the main list, repeating the six entries before the break.
SMILES	L3MBTL1 block
CC(C)C(NC(=O)CCNC(=O)c1ccccc1Cl)c1nc2ccccc2[nH]1 (stereo not drawn)	6.2%
COc1ccc(OC)c(CCNC(=O)CCCC(=O)n2ncc3cc(C)ccc32)c1	-8.1%
Cc1ccc2c(cnn2C(=O)CCC(=O)NCc2cccc(Cl)c2)c1	0.2%
O=C(COC(=O)Cc1cccs1)Nc1cc(S(=O)(=O)N2CCOCC2)ccc1Cl	-1.6%
Cc1ccc(S(=O)(=O)CCC(=O)Nc2ccccc2N2CCCC2)cc1	-7.4%
CCN(CC)S(=O)(=O)c1cccc(NC(=O)COC(=O)c2cncc(Br)c2)c1	-5.9%
CCCCc1nnc(NC(=O)c2ccc(S(=O)(=O)N3CCOCC3)cc2)s1	30.7%[activator]
O=C(O)CN1CCN(CC(=O)O)CCN(CC(=O)O)CCN(CC(=O)O)CC1	16.6%
CCC(C)N(C(=O)Cn1nnc(-c2ccc(Cl)cc2)n1)C1CCS(=O)(=O)C1 (stereo not drawn)	-11.7%
Cc1noc(C)c1C(=O)OCC(=O)N(C)C1(C#N)CCCCC1	-1.4%
COc1ccc(C(CNC(=O)C(C)Oc2ccc(Br)cc2)N2CCOCC2)cc1 (stereo not drawn)	9.4%
O=C(CN1C(=O)NC2(CCCC2)C1=O)OCc1ccccc1F	3.6%
CCc1ccc(OCC(=O)NNC(=O)c2cc(S(=O)(=O)N3CCOCC3)ccc2N2CCCC2)cc1	2.5%
Cc1cc(C(=O)N2CCCc3ccccc32)ccc1[N+](=O)[O-]	-0.3%
O=C(NCC(c1ccco1)N1CCN(c2ccccc2)CC1)C(=O)NC1CC1 (stereo not drawn)	0.1%
CCN(CC(=O)Nc1ccc(NC(C)=O)cc1)C(=O)c1cc2ccccc2oc1=O	0.5%
CCOc1cc(/C=N/N2CCN(Cc3ccccc3)CC2)ccc1O	?
CC(Sc1ccccc1)C(=O)NNC(=O)c1csc(N2CCOCC2)n1 (stereo not drawn)	5.2%
CC12CCC(=O)N1C(C(=O)Nc1cc(C(F)(F)F)ccc1N1CCCCC1)CS2 (stereo not drawn)	2.7%
Cc1ccc(NC(=O)COC(=O)CCC2CCCC2)c(Br)c1	80.1%[activator]
Cc1cccc(NC(=O)Nc2ccc(Cl)cc2)n1	-4.2%
O=C(Nc1cccc2ncccc12)c1ccc(Cl)cc1	?
Cc1ccc(CNC(=O)C2CC3Cn4c(nc5ccccc54)C3N2C)o1 (stereo not drawn)	-6.3%
CCOc1cc(OCC)cc(C(=O)NCc2ccco2)c1	-4.0%
COc1ccc(C(=O)NCCN2CCOCC2)cc1[N+](=O)[O-]	0.5%
CC(=O)c1ccc(NC(=O)c2cccc(NC(=O)c3ccccc3)c2)cc1	1.4%
Cc1ccc(S(=O)(=O)N2CCOCC2)cc1C(=O)Nc1nc(-c2ccccn2)cs1	?
CCC(=O)[C@@]1(C)[C@H](C)C[C@H]2[C@@H]3CCC4=CC(=O)C=C[C@]4(C)[C@H]3[C@@H](O)C[C@@]21C	7.2%
Cc1noc(NS(=O)(=O)c2ccc(NC(=O)c3ccc(F)cc3)cc2)c1C	3.6%
C=CCNc1nc(Nc2cc(Cl)ccc2OC)nc(OC)n1	5.6%
COCCn1c(SCC(=O)Nc2cc(C)on2)nc2cc(Cl)ccc2c1=O	3.9%
N#CCC(=O)Nc1ccc(C(=O)OCC(=O)NCc2ccc3c(c2)OCO3)cc1	-16.5%
CC1CCC(NC(=O)CNC(=O)c2ccc3ccccc3c2)CC1 (stereo not drawn)	16.7%
Cc1cc(OC(C)C(=O)N(Cc2ccco2)C2CCS(=O)(=O)C2)cc(C)c1Cl (stereo not drawn)	-1.9%
CC(C)[C@H](NC(=O)c1ccco1)C(=O)OCC(=O)c1ccc(Br)s1	-4.0%
CC1CC(C)CN(C(=O)C(C)N2CCN(S(=O)(=O)c3ccc(Br)s3)CC2)C1 (stereo not drawn)	-2.7%
CC1CCCC(C)N1C(=O)CSc1nnc(-c2ccco2)n1C (stereo not drawn)	-1.4%
COc1ccc(N2CC(C(=O)N[C@@H](C)C(=O)N[C@H](CO)c3ccccc3)CC2=O)cc1 (stereo partly drawn)	-0.3%
c1ccc(CCCN2CCOCC2)cc1	0.6%
CNc1snc(C)c1C(=O)OC(C)C(=O)Nc1cccc(C)c1 (stereo not drawn)	2.5%
CCC(C)c1ccc(S(=O)(=O)N2CCN(C(C)C(=O)NC3CCCC3)CC2)cc1 (stereo not drawn)	-6.0%
Cc1cc(NC(=O)C(C)SCC(=O)OCC(=O)N(C)c2ccccc2)no1 (stereo not drawn)	2.2%
